Screens from PubChem BioAssay.
HCV NS3 hel inh = HCV NS3 helicase inhibition. NS3 helicase DNA unwinding, Cy5 molecular beacon fluorescence. inhibition, % at 10.9 µM. 0.56% of 290,000 active;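 active means inhibition above the mean of all tested compounds plus 3 SD, set per campaign, cut at about 35% in these data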;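 further: 0% = DMSO wells and 100% = thioflavine S control wells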
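test system = hepatitis C virus NS3 helicase domain fragment enzyme | reagent = annealed dual-labelled DNA beacon duplex, ATP-started | times = 1 h at 25 °C | detection = Cy5 fluorescence, 0 and 60 min reads | read-out basis = percent inhibition from t60/t0 fluorescence ratio | control set = DMSO and thioflavine S | replication = one well per compound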
UBC9 SUMO inh = SUMOylation inhibition. inhibition, % at 35 µM. HTRF SUMOylation assay, SAE1/SAE2 + UBC9, in vitro. 0.36% of 290,000 active. P63279; in the data active means inhibition above about 50%, passing the limit was not always enough; further: strong numbers were not always called active
Target sequence (P63279 whole entry, looked up): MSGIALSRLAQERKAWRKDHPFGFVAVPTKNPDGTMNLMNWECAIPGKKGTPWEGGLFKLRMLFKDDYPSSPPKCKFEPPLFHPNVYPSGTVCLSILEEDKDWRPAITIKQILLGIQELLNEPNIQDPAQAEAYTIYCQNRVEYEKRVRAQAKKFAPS
DNA FID counter = counter-screen for HCV NS3 helicase inhibitors: DNA intercalator displacement. DNA fluorescent intercalator displacement, fluorescence. inhibition, % at 7.9 µM. 0.17% of 290,000 active; in the data active means inhibition above about 37%;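 further: 0% = vehicle and 100% = reference compound; higher means more ethidium bromide displaced from hairpin DNA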
NALP1 yeast inh = NALP1 inhibition. S. cerevisiae NALP1/ASC/caspase-1 growth, X-gal OD620, 72 h. inhibition, % at 10 µM. 0.61% of 280,000 active. AID 2071; in the data active means inhibition mostly above about 24%, no sharp cut-off; inactive means mostly below about 32%; further: some compounds called inactive have numbers as strong as hits
MEKK2wt PB1 HTS = raises or lowers MEK5 binding to wildtype human MEKK2 PB1 domain; Q9Y2U5; bead flow cytometry, Alexa488-MEK5 binding to MEKK2 WT; actives lie on both sides; binding response (% of control), % at 10 µM; 1.1% of 290,000 active; AID 1531; in the data active means binding response below about 67% or above about 130%
MEKK2mut PB1 HTS = signal of MEK5 binding to mutant human MEKK2 PB1 domain; bead flow cytometry, Alexa488-MEK5 binding to MEKK2 mutant; percent response, % at 10 µM; 0.35% of 290,000 active; AID 1530; in the data active means percent response above about 24%, passing the limit was not always enough; further: inactives centre near 1; some results filed as inactive read as strong as hits
M18AAP inhibitor = blocks P. falciparum M18 aspartyl aminopeptidase. AID 1822. 1.2% of 290,000 active. inhibition, % at 7.35 µM. recombinant PfM18AAP, H-Glu-NHMec fluorogenic cleavage;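 active means inhibition above the campaign mean inhibition over all tested compounds plus 3 SD, cut at about 28% in these data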;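 further: 0% = plate median of test compound wells and 100% = 2 mM ZnCl2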
IMP-1 inhibitor = blocks Pseudomonas aeruginosa IMP-1 metallo-beta-lactamase. purified IMP-1, nitrocefin hydrolysis, epi-absorbance fluorescence. inhibition, % at 5.6 µM. 0.45% of 290,000 active;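 active means inhibition above the mean plus 3 SD of all compounds in the same screening run, cut at about 4.5% in these data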;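 further: 0% = IMP-1 with DMSO and 100% = DMSO wells lacking enzyme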
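System: purified recombinant IMP-1 beta-lactamase. Medium: Zinc- and detergent-supplemented HEPES buffer, pH 7.1. Compound: one 5.6 µM dose […]. Schedule: 15 min preincubation plus 25 min reaction at 25 °C. Technique: Epi-absorbance fluorescence, 480 nm excitation, 530 nm emission.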
VIM-2 inhibitor = blocks Pseudomonas aeruginosa VIM-2 metallo-beta-lactamase. 0.89% of 290,000 active. purified VIM-2, nitrocefin hydrolysis, epi-absorbance fluorescence. inhibition, % at 5.6 µM;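 active means inhibition above the mean of all tested compounds plus 3 SD, cutoff set per screening run, cut at about 7.5% in these data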;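 further: red hydrolysis product quenches plate fluorescence so inhibitors raise well fluorescence; 0% = enzyme with DMSO and 100% = DMSO without enzyme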
* hit, by the source's call; x = not tested or not shown; [ ] = dose if it differs, or a comment. No enrichment for hits; any-hit rate near 4.7%.

SMILES	HCV NS3 hel inh	UBC9 SUMO inh	DNA FID counter	NALP1 yeast inh	MEKK2wt PB1 HTS	MEKK2mut PB1 HTS	M18AAP inhibitor	IMP-1 inhibitor	VIM-2 inhibitor
COc1ccc(CNC(=O)CN2C(=O)COc3ccc(S(=O)(=O)N4CCCCC4)cc32)cc1	-6	x	-23	12	97	-8	-11	0.0	1.4
COc1ccccc1OCC(=O)NNC(=O)CCCC(=O)NNC(=O)COc1ccccc1OC	3	6	-18	13	101	2	24	-6.5	-2.2
COc1ccc(CCNC(=O)c2nnn(CC(=O)Nc3ccccc3C)c2N)cc1OC	-8	7	-20	-15	92	-1	-2	-0.5	-2.1
Cc1cc(C)n(CC(C)NCc2c(C(=O)N3CCOCC3)nc3c(C)cccn23)n1 (stereo not drawn)	-4	9	-7	x	100	3	-1	-1.8	-1.8
CC(C)(C)C(=O)Oc1cc(N)n(S(=O)(=O)c2ccccc2)n1	7	-16	2	x	x	x	17	-3.4	-2.4
CN(C)/C=N/C(=S)Nc1ccc(F)cc1	-5	25	-2	19	102	5	10	-0.4	-2.3
CCOC(=O)c1c(NC(=O)c2ccoc2C)sc(C(=O)N(C)C)c1C	9	-7	-34	37	100	4	-7	-0.1	0.6
Cc1cc(N2CCCC2)nc2ccc(NC(=S)NCCCOC(C)C)cc12	-15	-8	17	-8	109	10	2	-2.8	-0.3
CCOC(=O)N1CCC(NC(=O)CSc2cc(=O)n(C)c3ccccc23)CC1	8	8	-26	2	95	-7	-38	-4.2	-4.6
CN(C)c1ccc(/C=N/NC(=O)COc2ccccc2)cc1	11	3	-5	9	100	-2	5	-4.3	-4.3
CCC(=O)Nc1nc(C)c(C(=O)NC2CCCCC2)s1	3	16	-4	-64	96	3	3	-2.7	-3.4
CC(=O)Nc1ccc(OS(=O)(=O)c2ccc(C)cc2C)cc1	-1	-4	-3	13	94	-11	-12	0.5	-1.3
CC1(c2ccc(Cl)cc2)NC(=O)N(CC(=O)NC(=O)NCc2ccco2)C1=O (stereo not drawn)	-6	0	-10	15	105	6	14	1.2	0.2
O=C1C2C3C=CC(C3)C2C(=O)N1CCc1ccccc1 (stereo not drawn)	5	24	-5	8	99	2	0	-2.1	-2.2
CCc1ccc(C(=O)NNC(=O)c2cc(S(=O)(=O)N(C)C)ccc2N2CCCC2)cc1	5	17	-25	10	100	2	6	-2.7	-2.2
NC(=O)c1cc[n+](Cc2ccccc2Cl)cc1	15	1	0	-6	100	1	-7	-4.9	-1.1
O=S(=O)(NCCSc1nc2ccccc2o1)c1ccccc1	-6	-16	-9	0	97	-3	-15	-1.1	-0.6
O=C1[C@H]2[C@@H](c3ccc(F)cc3)N3C(=O)N(c4cccc(Cl)c4)C(=O)[C@@]3(Cc3ccc(Cl)cc3)[C@H]2C(=O)N1C1CCCCC1	-14	8	-3	19	94	-3	4	0.3	-0.4
COC(=O)C1=C(C)Nc2nc(SCc3ccccc3)[nH]c(=O)c2C1c1cccs1 (stereo not drawn)	7	25	-16	30	94	-4	-10	-3.1	-1.4
COc1ccc(C2Nc3ccccc3C(=O)N2NS(=O)(=O)c2ccc(C)cc2)c(OC)c1 (stereo not drawn)	-11	3	-30	11	95	-6	7	-1.8	-1.3
Cc1ccc(N(C(C)C(=O)Nc2ccccc2C(=O)N2CCOCC2)S(C)(=O)=O)cc1C (stereo not drawn)	3	3	-30	8	100	3	-4	0.4	-2.0
Cn1c(CNc2ccc(Cl)cc2)nnc1SCCN1CCCCC1	-3	4	9	-6	105	3	-5	-1.6	-1.1
Cc1ccccc1-n1nc(CSc2nc3ccccc3[nH]2)c(-c2ccccc2)c1N	-16	-18	-19	10	112	18	5	-2.9	-4.8
O=C(Cn1nnc2ccccc21)Nc1ccccc1[N+](=O)[O-]	9	12	-6	0	87	-11	3	-1.1	-0.1
O=C(CN1CCCC1)N1c2ccccc2Sc2ccc(C(F)(F)F)cc21	-13	11	12	22	100	15	-14	-1.5	-1.7
O=C(c1cnccn1)N1CCc2c([nH]c3ccccc23)C1c1cccc(Cl)c1 (stereo not drawn)	-5	-13	-20	-11	94	-2	0	-1.5	-1.7
CC/C(=N\NC(=O)C1CC1)c1cccc(Cl)c1	-2	10	-3	6	113	7	1	-5.0	-2.9
O=C(NNC(=O)C1CC2CCC1C2)c1sc2ccccc2c1Cl (stereo not drawn)	-12	13	-10	16	108	0	-2	-3.9	-4.2
COc1ccccc1-n1c(SCC(=O)Nc2cccc(C(=O)O)c2)nnc1-c1ccccc1O	21	8	-34	3	107	6	9	-3.8	-1.5
Cc1cccc(NC(=O)N2CCC(c3nc4ccccc4o3)CC2)c1	-4	8	-20	24	103	9	0	-2.1	0.8
CC(=O)Nc1cccc(Oc2ccc3c(c2)C(=O)N(CCC(=O)O)C3=O)c1	2	-12	-13	7	98	-1	1	-3.1	-0.4
O=C(CCS(=O)(=O)c1ccc(F)cc1)Nc1nc(-c2ccccn2)cs1	7	16	-33	10	97	-7	-15	-1.8	2.2
O=c1c2c([N+](=O)[O-])cc([N+](=O)[O-])cc2nc2ccccn12	13	27	11	17	102	2	12	-3.2	2.2
CC(C)(C)NS(=O)(=O)CC12CCC(CC1=O)C2(C)C (stereo not drawn)	2	16	0	-5	104	8	-2	-2.9	-3.4
OCc1cnc(SCc2ccccc2)n1Cc1ccccc1	-5	-6	-13	1	102	5	0	-1.5	-1.4
COc1ccc2cc(CN(Cc3cccnc3)Cc3nnnn3Cc3ccccc3)c(=O)[nH]c2c1	-9	6	-35	6	92	-7	6	-4.2	-0.1
Cc1ccc(SCCC(=O)N/N=C/c2ccccc2O)cc1	-14	-2	0	14	107	10	4	-2.6	-3.8
CCC(=O)N=C1SC2CS(=O)(=O)CC2N1c1cccc(OC)c1 (stereo not drawn)	-3	5	1	-10	100	0	-5	-3.4	-1.7
CCOc1ccc(N(CC(N)=O)S(=O)(=O)c2ccc(F)cc2)cc1	0	-4	-4	x	99	2	-8	-2.7	-0.8
COc1ccc(NC(=O)Cc2c(F)cccc2Cl)c(OC)c1	6	5	-11	30	3.0*[inhibitor]	-8	-4	-5.3	0.2
Cc1c(Cc2ccccc2)c(=O)oc2cc(OCC(=O)N[C@@H](Cc3ccccc3)C(=O)O)ccc12	-2	17	-16	-3	100	-1	-1	-1.8	-1.2
CC(=O)Nc1ccc(NC(=O)C(C)OC(=O)CNC(=O)c2sc3ccccc3c2Cl)cc1 (stereo not drawn)	-2	-12	-20	36	110	1	4	-2.7	-0.9
O=C(CSc1nnc(Cc2cccs2)n1CCc1ccccc1)N1CCCc2ccccc21	6	-2	-42	-3	111	7	-6	-3.8	-4.1
Cc1ccccc1Cn1c([N+](=O)[O-])cnc1C	5	4	-1	29	117	12	-1	-1.4	-2.3
Cc1nn(Cc2ccc(Cl)cc2)c(C)c1NC(=O)/C=C/c1cnn(C)c1	-28	-17	-37	14	103	1	6	-0.4	-1.8
CCOC(=O)c1cccc(OCC(O)CNCCOc2ccccc2F)c1 (stereo not drawn)	-25	5	15	19	109	2	-5	-0.3	0.9
C/C(=N\NS(=O)(=O)c1ccc(C)cc1)c1ccc(Br)s1	-15	-2	-1	8	105	14	-9	-5.8	-0.7
Cc1ccccc1OCC(=O)Nc1cnn(CCCC(=O)O)c1	-4	0	-8	12	105	1	3	-2.6	1.2
C=CC[C@@H]1C=C[C@H](O/N=C/[C@@H](NS(=O)(=O)c2ccc(C)cc2)[C@H](C)/C=C/CC(=O)OC)[C@@H](CO)O1	-1	24	-43	21	95	-4	-1	-0.4	0.3
COc1ccc(Cl)cc1NC(=O)CSc1nc(NS(=O)(=O)c2ccc(C)cc2)cc(=O)[nH]1	-4	7	-5	16	99	2	-2	-1.1	0.4
CCCCn1c(=NC(=O)c2ccc3c(c2)OCO3)c(C#N)cc2c(=O)n3cccc(C)c3nc21	15	7	7	3	80	-5	-8	-4.6	-0.1
O=S(=O)(c1ccc2oc3ccc(S(=O)(=O)N4CCCCC4)cc3c2c1)N1CCCCC1	5	16	-3	4	97	3	3	-1.2	1.4
COc1ccc(-c2c(NC(=O)c3ccco3)n(C)c3ccccc3c2=O)cc1	-2	10	-1	3	100	5	-5	-4.4	-2.8
Cc1c(Cl)cccc1NC(=S)N1CCCCCC1	17	-2	-6	13	97	-6	7	1.7	-1.1
COC(=O)N1c2ccccc2C=Cc2ccccc21	-1	-2	-8	2	111	14	6	-2.5	-2.3
COc1ccc(CC2(CO)CCN(Cc3ccc(OC(F)(F)F)cc3)CC2)cc1	-13	32	13	14	127	19	3	-2.2	-2.8
NC(=O)CNc1n[nH]c(=S)[nH]c1=O	1	4	5	-6	97	1	6	-0.7	0.2
CC1(C)CC(=O)C2=C(C1)OC(N)=C(C#N)C2C#Cc1ccccc1 (stereo not drawn)	-1	26	-13	27	103	1	5	-0.8	-3.5
Fc1ccc(-c2nnc3n2CCCCC3)cc1	-13	3	-3	7	93	-4	-2	-1.0	0.3
O=C1NC(=O)C(CC(=O)N(c2ccccc2)C2(C(=O)NC3CCCC3)CCCCC2)N1 (stereo not drawn)	10	13	-22	-10	115	2	-10	-2.6	-2.1
(listing goes on)
SMILES	HCV NS3 hel inh	UBC9 SUMO inh	DNA FID counter	NALP1 yeast inh	MEKK2wt PB1 HTS	MEKK2mut PB1 HTS	M18AAP inhibitor	IMP-1 inhibitor	VIM-2 inhibitor
O=C(C#Cc1ccccc1)c1ccc([N+](=O)[O-])cc1	-4	11	1	-3	x	x	10	0.0	-2.6
COc1ccc(/C=C/C(=O)Oc2cc(O)cc(O)c2)cc1	-8	-4	-8	6	106	2	-2	-1.6	-0.4
CCOc1ccc2nc(Cl)c(C3CC(c4ccccc4)=NN3C(=O)c3cccs3)cc2c1 (stereo not drawn)	11	-3	2	20	100	-1	-6	-2.1	-2.3
COc1ccc(N(CC(=O)Nc2cc(C)on2)S(=O)(=O)c2cc(C)ccc2C)cc1	-8	1	-18	16	95	-4	-1	-2.5	-0.3
c1ccc(CNc2c3c(nc4ncnn24)CCCC3)nc1	2	10	-5	31	105	4	1	-1.6	3.4
CO/N=C/C=C1/N(C)c2ccccc2C1(C)C	-8	-4	-3	2	102	2	4	-2.1	-0.7
COc1ccc(S(=O)(=O)N(C)c2ccc(C(=O)NC3CCCC3)cc2)cc1	7	10	-22	12	105	4	7	-1.7	-2.8

5 compounds from above, sorted by molecular weight, smallest number first.
SMILES	HCV NS3 hel inh	UBC9 SUMO inh	DNA FID counter	NALP1 yeast inh	MEKK2wt PB1 HTS	MEKK2mut PB1 HTS	M18AAP inhibitor	IMP-1 inhibitor	VIM-2 inhibitor
c1ccc(CNc2c3c(nc4ncnn24)CCCC3)nc1	2	10	-5	31	105	4	1	-1.6	3.4
COc1ccc(S(=O)(=O)N(C)c2ccc(C(=O)NC3CCCC3)cc2)cc1	7	10	-22	12	105	4	7	-1.7	-2.8
O=C1NC(=O)C(CC(=O)N(c2ccccc2)C2(C(=O)NC3CCCC3)CCCCC2)N1 (stereo not drawn)	10	13	-22	-10	115	2	-10	-2.6	-2.1
COc1ccc(N(CC(=O)Nc2cc(C)on2)S(=O)(=O)c2cc(C)ccc2C)cc1	-8	1	-18	16	95	-4	-1	-2.5	-0.3
CCOc1ccc2nc(Cl)c(C3CC(c4ccccc4)=NN3C(=O)c3cccs3)cc2c1 (stereo not drawn)	11	-3	2	20	100	-1	-6	-2.1	-2.3
